Compound activity from PubChem.
MRP-1 activ: activators of MRP-1; AID 799; viability increase, % at 10 µM; H69AR cells + doxorubicin, viability rescue, CellTiter-Glo; actives 0.61% (n = 140,000);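 active = viability gain under doxorubicin at or above a set limit, the compound median plus 3 SD, cut at about 4.7% in these data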;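 note: MRP-1 overexpressing cells given doxorubicin 25 µM after compound pretreatment; 18-22 h compound pretreatment then 72 h with doxorubicin before readout; 0% = doxorubicin-only wells and 100% = vehicle-treated cells without doxorubicin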
BB579 growth dn: chemicals that inhibit yeast BB579 growth in restrictive medium (lifespan-shortening candidates); actives 0.51% (n = 140,000); S. cerevisiae BB579 growth, OD615, 48 h; inhibition, % at 10 µM;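 active = inhibition above a set limit, 3 SD over the mean compound inhibition, cut at about 44% in these data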; note: inactives centre near -24
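System: Saccharomyces cerevisiae DeaD strain BB579, replicative lifespan model yeast | Buffer or medium: Restrictive glucose-based CSMM-D medium | Times: 4 h preincubation and 48 h exposure at 30 °C | Detection: OD615 turbidity measurement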
Measles CPE: protection of cells from measles virus; actives 1.5% (n = 140,000); Measles virus-infected cells, CPE protection, absorbance; protection (pct of control), % at 4 µM; in the data active = protection mostly above about 24%, no sharp cut-off; inactive = mostly below about 26%; note: some compounds called inactive have numbers as strong as hits
GALR2 blocker: antagonists of human galanin receptor 2 (GALR2) | actives 0.39% (n = 140,000) | inhibition, % at 4 µM | AID 828 | O43603 | GALR2-expressing cells, antagonist mode; in the data active = inhibition above about 27%;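 note: cells stimulated with galanin 1-16 at roughly its EC80; 0% = agonist challenge control and 100% = basal control without agonist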
Target sequence (O43603 whole entry, looked up): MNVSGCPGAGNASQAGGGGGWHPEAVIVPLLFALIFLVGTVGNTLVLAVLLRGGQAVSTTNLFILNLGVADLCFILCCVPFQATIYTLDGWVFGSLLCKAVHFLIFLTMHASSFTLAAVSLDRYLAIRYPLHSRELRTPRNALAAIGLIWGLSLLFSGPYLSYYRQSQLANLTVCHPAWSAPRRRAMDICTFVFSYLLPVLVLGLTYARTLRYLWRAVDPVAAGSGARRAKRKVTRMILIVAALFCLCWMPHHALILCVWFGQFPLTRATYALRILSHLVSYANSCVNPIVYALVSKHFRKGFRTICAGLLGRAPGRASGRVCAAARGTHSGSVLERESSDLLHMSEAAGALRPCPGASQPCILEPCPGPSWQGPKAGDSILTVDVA
PTEN del growth: suppresses growth of cells with PTEN deletion; HCT116 PTEN-null viability, CellTiter-Glo, 60 h; active compounds read low; viability, % at 10 µM; actives 1.2% (n = 140,000); AID 827;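 active = viability at or below a set limit, 4 SD under the median of all tested compounds, cut at about 3.7% in these data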;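 note: PTEN knockout HCT116 line with beta catenin targeted HCT116 as companion control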
E-sel TNF inh: TNF alpha driven E-selectin expression inhibition; HUVEC TNFa-induced E-selectin immunofluorescence, high content; inhibition, % at 2 µM; actives 0.71% (n = 120,000); AID 1246;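 active = inhibition above the batch mean plus 3 SD, and confirmed as a hit on visual image review, cut at about 43% in these data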;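 note: 0% = TNF-stimulated DMSO wells and 100% = unstimulated control wells; not every result past the cut was called active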
NPY Y2 blocker: NPY-Y2 (human) receptor antagonism; NPY-Y2 expressing cells, antagonist mode; AID 793; actives 0.99% (n = 140,000); P49146; inhibition, % at 2.7 µM; in the data active = inhibition above about 17%;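 note: 0% = vehicle with agonist challenge and 100% = reference antagonist with challenge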
Target sequence (P49146 whole entry, looked up): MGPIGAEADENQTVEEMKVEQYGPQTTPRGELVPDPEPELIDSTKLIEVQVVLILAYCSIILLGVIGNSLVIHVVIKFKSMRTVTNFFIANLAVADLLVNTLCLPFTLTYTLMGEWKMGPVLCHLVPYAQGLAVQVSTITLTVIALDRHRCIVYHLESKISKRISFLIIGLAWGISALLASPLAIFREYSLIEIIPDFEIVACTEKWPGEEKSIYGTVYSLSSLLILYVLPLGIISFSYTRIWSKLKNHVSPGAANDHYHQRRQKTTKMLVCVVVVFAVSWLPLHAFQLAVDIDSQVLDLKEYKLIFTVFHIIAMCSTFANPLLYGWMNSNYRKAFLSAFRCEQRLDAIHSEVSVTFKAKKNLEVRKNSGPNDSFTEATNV
bCat KO growth: beta-catenin-lacking colon tumor cell growth suppression; HCT116 beta-catenin knockout viability, CellTiter-Glo, 60 h; active compounds read low; viability, % at 10 µM; actives 1.5% (n = 140,000); AID 818;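 active = viability at or under a set limit, the compound median less 4 SD, cut at about 6% in these data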;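 note: 0% = Hyamine 1622 control at 20 µM and 100% = untreated cell control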
Yeast life ext: extends the lifespan of yeast; actives 0.68% (n = 130,000); S. cerevisiae growth with nicotinamide, OD615; deaD strain in restrictive glucose medium; inhibition of the nicotinamide effect, % at 10 µM; AID 775;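 active = inhibition above a set limit, placed 3 SD over the median of all compounds, cut at about 26% in these data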;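 note: 0% = nicotinamide-treated wells and 100% = cells grown without nicotinamide; some compounds called inactive have numbers as strong as hits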
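Material: Modified budding yeast, DeaD strain | Medium: Restrictive glucose medium | Probe or stimulus: 1.5 mM nicotinamide | Dosing: Single dose 10 µM compound, 0.25% DMSO | Times: 48 h at 30 °C | Technique: OD615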
Phagocyt inh: inhibitors of macrophage phagocytosis | AID 1029 | J774A.1 macrophage IgG-bead phagocytosis, imaging | inhibition, % at 5 µM | actives 0.07% (n = 110,000);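 active = inhibition above the mean of the plate negative controls plus 5 SD, cut at about 13% in these data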;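 note: phagocytic index as fraction of beads internalized from green versus red external bead signal; plate controls were DMSO negative control for no effect and cytochalasin-D positive control for full effect; some results beyond the cut were filed as inactive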
* = called active by the depositor; · = not tested or not shown.

structure	NPY Y2 blocker	BB579 growth dn	PTEN del growth	Phagocyt inh	Yeast life ext	bCat KO growth	Measles CPE	GALR2 blocker	MRP-1 activ	E-sel TNF inh
Cc1ccccc1C(=O)NC1CCN(CC(=O)Nc2c(C)cccc2C)CC1	5	-26	95	·	·	94	39*	0	-1.9	-8
O=C(Nc1ccc2c(c1)OCO2)Nc1cnccn1	1	-26	94	-1	-14	88	11	2	-1.5	-13
COc1ccccc1N1CCN(c2ccc([N+](=O)[O-])cc2Cl)CC1	8	-17	12	4	-6	12	5	8	-2.7	·
O=C(CCc1nc2ccccc2n1-c1ccccc1)NCCO	3	-21	96	-7	0	89	3	-2	-2.7	-16
CCCCC(=O)Nc1ncc(Br)s1	2	-20	50	-1	-7	70	8	-2	-2.9	12
C=CCN1CC(O)=C(c2ccccc2)C1=N	1	7	95	2	-14	97	15	0	0.7	·
Cc1noc(COc2ccc(OCc3nc(C)no3)cc2)n1	3	-2	118	·	-11	105	7	-2	0.8	·
O=C(O)c1cc(-c2cccs2)nc2cc3c(cc12)OCCO3	3	-21	103	-1	0	100	1	7	-0.9	-4
O=C(/C=C/c1ccc([N+](=O)[O-])cc1)NCc1cccnc1	-2	-51	81	-5	-12	97	8	-2	-1.0	-11
CCN(CC(=O)Nc1ccc2c(c1)OCCO2)c1nc(-c2cccnc2)nc2ccccc12	3	-57	81	-1	-13	77	8	1	-1.8	48
CCOC(=O)CSC(CC)C(=O)Nc1nnc(CC)s1 (centres undefined)	2	4	104	0	-4	96	17	4	-0.1	3
O=c1c(-c2ccco2)[n+]([O-])c2ccccc2n1OCc1ccccc1F	-1	-63	93	0	-12	107	3	-21	-1.8	0
CCOc1ccc(Oc2c(/C=N/NC(C)=O)c(C)nn2-c2ccccc2)cc1	32*	4	75	-10	2	74	4	-2	-2.4	·
c1ccc(-c2cn3c(n2)CCc2ccc4cccnc4c2-3)cc1	5	-23	39	-1	-30	31	6	24	-3.6	11
Cc1ccc(-n2ncc3c(NCc4ccco4)ncnc32)c(C)c1	1	-18	90	0	0	93	10	10	-2.0	5

Sorted by count of non-hydrogen atoms (smallest number first): nine of the compounds above
structure	NPY Y2 blocker	BB579 growth dn	PTEN del growth	Phagocyt inh	Yeast life ext	bCat KO growth	Measles CPE	GALR2 blocker	MRP-1 activ	E-sel TNF inh
CCCCC(=O)Nc1ncc(Br)s1	2	-20	50	-1	-7	70	8	-2	-2.9	12
C=CCN1CC(O)=C(c2ccccc2)C1=N	1	7	95	2	-14	97	15	0	0.7	·
CCOC(=O)CSC(CC)C(=O)Nc1nnc(CC)s1 (centres undefined)	2	4	104	0	-4	96	17	4	-0.1	3
O=C(/C=C/c1ccc([N+](=O)[O-])cc1)NCc1cccnc1	-2	-51	81	-5	-12	97	8	-2	-1.0	-11
O=C(O)c1cc(-c2cccs2)nc2cc3c(cc12)OCCO3	3	-21	103	-1	0	100	1	7	-0.9	-4
COc1ccccc1N1CCN(c2ccc([N+](=O)[O-])cc2Cl)CC1	8	-17	12	4	-6	12	5	8	-2.7	·
O=c1c(-c2ccco2)[n+]([O-])c2ccccc2n1OCc1ccccc1F	-1	-63	93	0	-12	107	3	-21	-1.8	0
Cc1ccccc1C(=O)NC1CCN(CC(=O)Nc2c(C)cccc2C)CC1	5	-26	95	·	·	94	39*	0	-1.9	-8
CCN(CC(=O)Nc1ccc2c(c1)OCCO2)c1nc(-c2cccnc2)nc2ccccc12	3	-57	81	-1	-13	77	8	1	-1.8	48

(next part)
structure	NPY Y2 blocker	BB579 growth dn	PTEN del growth	Phagocyt inh	Yeast life ext	bCat KO growth	Measles CPE	GALR2 blocker	MRP-1 activ	E-sel TNF inh
COc1cc(NC(=O)c2ccco2)c(C(=O)O)cc1OC	1	-6	70	·	-27	67	22	-4	-2.7	-17
CCCOc1ccc(S(=O)(=O)n2cc(Br)c(=O)[nH]c2=O)cc1	2	-31	91	2	4	99	7	4	-0.9	12
Cc1cc(C)nc(NS(=O)(=O)c2ccc(NC(=S)NC(=O)CC(C)C)cc2)n1	2	-11	97	·	·	95	3	6	-2.4	-38
Cc1cccc(C(=O)N[C@H](C(=O)OCc2cc(=O)n3c(n2)sc2ccccc23)C(C)C)c1	3	-10	95	-3	1	96	8	-18	1.6	·
CCOC(=O)N1CCN(S(=O)(=O)c2ccc(OCC(=O)OC)c(C)c2)CC1	1	-9	103	-1	-9	106	3	1	0.3	-1
Cc1c(Cl)c(C(=O)NNC(=S)NCc2ccco2)nn1C	1	-11	105	·	·	105	17	-10	0.4	0
OCCN1CCN(C(c2cccs2)c2ccc3cccnc3c2O)CC1 (centres undefined)	1	-57	10	-4	21	14	3	7	-1.4	8
CCN(CC)CCCNC(=O)c1cn(C)c2ccc(S(=O)(=O)N(C)C)cc2c1=O	-1	-31	96	-1	-5	91	16	4	-0.3	-24
C/C(=N/NC(=O)CNC(=O)c1ccccn1)c1ccccc1	5	-21	97	·	0	107	14	-6	1.4	7
CCOC(=O)N1CCC2(CC1)C(C#N)=C(N)Oc1c2c(C)nn1-c1cccc(Cl)c1	-1	-75	100	0	53	93	5	-2	-1.4	-23
O=C(O)CCC(NS(=O)(=O)c1ccc(-c2ccccc2)cc1)C(=O)O (centres undefined)	2	-8	100	-1	-14	95	40	-1	-1.9	2
COc1cc(CCC(=O)Nc2cccc(C(F)(F)F)c2)cc(OC)c1OC	3	3	93	-12	-5	97	21	3	2.0	-3
COc1ccc(NC(=O)CSc2nc(C)cc(C)n2)cc1	7	4	102	-1	-12	102	26	-11	-0.6	3
O=C(c1ccco1)N1CCN(c2ncnc3scc(-c4ccc(F)cc4)c23)CC1	5	-36	76	·	·	84	6	4	-2.8	-13
Cc1cccc(C)c1OCc1n[nH]c(=S)o1	5	-9	97	·	·	89	8	2	1.5	22
Cc1ccc(C)c(NC(=O)CN(C)C(=O)COc2ncnc3sccc23)c1	1	-29	91	0	-2	98	13	-1	-2.4	-23
O=C(N/N=C/c1cc([N+](=O)[O-])ccc1O)c1ccc2c(c1)OCCO2	1	-25	9	·	-2	6	4	5	0.6	16
CCn1nc([N+](=O)[O-])c(C(C#N)c2nc3ccccc3n2C)c(Cl)c1=O (centres undefined)	3	-7	87	·	-1	83	23	1	-2.2	-5
CCOC(=O)C(CC)n1cnc2c(nnn2-c2ccc(C)cc2)c1=O (centres undefined)	2	-20	88	-2	5	95	4	-4	-0.6	-30
CCOC(=O)N1CCN(CC(=O)Nc2ccc(OC)cc2)CC1	-2	-7	94	0	6	111	7	-13	0.6	8
O=C(/C=C/c1ccccc1Cl)N(Cc1ccccc1)C1CCS(=O)(=O)C1 (centres undefined)	0	-27	92	2	-2	93	5	9	-2.7	·
Cc1nc2ccccc2nc1N1CCC(C)CC1	2	-6	81	-2	-15	86	10	-1	-0.2	12
Cc1cccc(-n2c(CCCN3C(=O)c4ccccc4C3=O)nc3ccccc3c2=O)n1	4	25	93	-2	-6	93	6	5	-4.2	27
O=C(O)c1nn2c(C(F)(F)F)cc(-c3cccs3)nc2c1Cl	3	-5	103	-7	0	93	13	-2	0.3	·
Cc1ccc(NC(=O)c2oc3ccc(S(=O)(=O)N4CCOCC4)cc3c2C)cc1C	8	-31	62	·	-5	62	5	-4	-4.2	-6
CCOC(=O)C1=C(CSc2nc3ccccc3s2)NC(=O)NC1c1cccc([N+](=O)[O-])c1 (centres undefined)	4	-36	69	·	-1	73	18	-5	-2.3	-48
COc1ccc(C=O)cc1COc1ccc(F)cc1F	10	-58	28	·	-11	26	8	-8	-1.5	32
CCN(Cc1ccccc1)C(=O)CSc1nc(C)cc2c1C(=O)OC2	3	2	100	0	-5	98	18	7	-1.7	·
CC(C)CCN1CN(S(=O)(=O)c2cccs2)c2nc3ccccc3nc21	0	-56	67	0	-2	80	5	-5	-1.3	20
CCOC(=O)CSC(CC)C(=O)Nc1nnc(C(C)C)s1 (centres undefined)	0	-74	112	·	-5	99	18	4	-0.8	·
Cc1ccc(S(=O)(=O)N2CCCC2C(=O)Nc2nc3c(s2)CCCC3)cc1 (centres undefined)	3	0	88	0	-5	81	4	8	-3.2	11
CCOc1ccc(OCC)c(NC(=O)CSc2nc3c(c(=O)n(C)c(=O)n3C)n2C(C)C)c1	2	-2	68	1	-2	74	16	-1	-5.0	4
c1ccc(-c2nnc(-c3ccccn3)nc2NC2CCCCC2)cc1	3	94*	7	-2	-18	4.0*	3	17	-3.0	-3
COc1ccccc1/C=N/n1c(N)c(S(=O)(=O)c2cccs2)c2nc3ccccc3nc21	2	-24	95	1	0	93	17	8	1.3	2
O=C(Nc1cccc(OC(=O)c2ccco2)c1)c1ccco1	4	-37	98	·	-16	97	14	2	-1.4	-13
CN(CCC(=O)Nc1ccc(Br)cc1)Cc1ccccc1	3	-42	88	0	-31	92	8	6	-3.6	10
Cn1c(SCC(=O)N=Nc2c(O)[nH]c3ccccc23)nc2ccccc21	3	-8	107	-6	2	86	2	10	0.4	·
CC(=O)Nc1cc2c(cc1C(=O)c1ccccc1)OCCO2	-1	5	80	0	0	79	26	1	-0.3	·
CCCSc1nnc(NC(=O)Nc2ccc(F)cc2)s1	3	-38	41	-1	5	42	43*	8	-2.3	-39
Cc1cc(Cl)ccc1OCC(=O)N1C(C)CCCC1C (centres undefined)	14	1	85	2	-9	91	6	-9	-3.9	12
O=C(Nc1ccccc1)C1Cc2ccccc2CN1C(=O)c1ccco1 (centres undefined)	3	-13	86	-1	-13	83	10	-3	-3.0	-15
N#CC1=C(SCC(=O)NC23CC4CC(CC(C4)C2)C3)NC(=O)C(C#N)C12CCCCC2 (centres undefined)	2	-39	39	·	1	50	16	7	-4.0	-5
CNc1cccc2c1C(=O)c1ccccc1C2=O	-7	-6	73	-16	-6	83	6	1	-3.8	-2
O=C(Cc1cccc2ccccc12)Nc1ccc2oc(-c3ccccc3)nc2c1	3	-34	73	0	-2	80	3	-8	-0.5	·

Compounds were not picked by outcome. Share with any hit: about 6.1%.
